High-throughput results from PubChem BioAssay.
STAT1 activator: activators of IFN-gamma induced STAT1 signaling; NIH 3T3 STAT1-luciferase reporter, luminescence; 100% = IFN-gamma alone, no compound; activation (% of control), % at 5.5 µM; 200,000 tested, 2.6% active;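 active = activation above the screen-wide mean activation plus 3 SD, cut at about 130% in these data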;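 note: raw ratio to IFN-gamma control signal so 100% means no change and 0% no light; values of inactives mirror those of a sister screen read the other way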
STAT3 activator: activators of IL-6 induced STAT3 signaling; U3A cells, IL-6 STAT3-luciferase reporter, luminescence; 100% = signal with IL-6 EC80 alone; activation (% of control), % at 5.6 µM; 190,000 tested, 0.91% active; AID 871;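 active = activation above the screen-wide mean of compound activation plus 3 SD, cut at about 130% in these data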;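 note: 0% = background luminescence of wells with medium and substrate only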
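Material: STAT3-luciferase reporter U3A cells. Controls: IL-6-treated wells, 100% activation. Read-out: % activation versus median of IL-6-stimulated wells. Probe or stimulus: IL-6 stimulus at 33 ng/mL final. Timing: compound 1 h, then IL-6 6 h at 37 °C. Signal: reporter luminescence signal.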
STAT1 inh: STAT1 signaling inhibition | AID 920 | inhibition, % at 5.5 µM | 200,000 tested, 0.35% active | NIH 3T3 STAT1-luciferase reporter, IFN-gamma, luminescence;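 active = inhibition above a set limit, the mean inhibition across all tested compounds plus 3 SD, cut at about 34% in these data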;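 note: 0% = IFN-gamma with DMSO and 100% = IFN-gamma with 300 µM nifuroxazide; values of inactives mirror those of a sister screen read the other way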
NF-kB expr up: compounds increasing NF-kB expression in human neuronal cells | NF-kB reporter expression; active compounds read high | fold change at 12.5 µM | 190,000 tested, 1.6% active | AID 1239; in the data active = fold change above about 3.3
ROMK primary: modulators of human ROMK potassium channel. AID 1918. 130,000 tested, 2% active. Tet-inducible ROMK, thallium flux fluorescence; actives lie on both sides. B-score at 10 µM. P48048;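 active = signal ratio slope over the read window, or its plate-corrected B-score, at least 3 SD from the plate mean, either direction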;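 note: B-score of the F/F0 ratio slope over 7 to 12 s after thallium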
Target sequence (P48048 whole entry, looked up): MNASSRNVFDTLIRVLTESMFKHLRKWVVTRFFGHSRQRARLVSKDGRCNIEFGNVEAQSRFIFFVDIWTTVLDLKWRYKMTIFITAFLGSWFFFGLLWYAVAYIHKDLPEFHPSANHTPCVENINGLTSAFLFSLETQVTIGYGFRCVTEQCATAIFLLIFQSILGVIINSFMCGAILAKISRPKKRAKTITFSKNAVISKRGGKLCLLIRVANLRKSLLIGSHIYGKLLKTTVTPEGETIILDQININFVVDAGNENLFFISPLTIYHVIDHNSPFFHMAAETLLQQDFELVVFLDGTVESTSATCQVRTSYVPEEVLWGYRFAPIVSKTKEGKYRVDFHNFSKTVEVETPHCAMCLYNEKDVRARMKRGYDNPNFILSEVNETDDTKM
STAT3 blocker: STAT3 signaling inhibition | U3A cells, IL-6 STAT3-luciferase reporter, luminescence; host cell line lacks STAT1 | inhibition, % at 5.5 µM | 190,000 tested, 0.89% active | AID 862;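 active = inhibition above the mean inhibition across all screened compounds plus 3 SD, cut at about 44% in these data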;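 note: 0% = DMSO only wells and 100% = 100 µM nifuroxazide control wells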
FLuc stim CS: affects firefly luciferase, flagging false hits in luciferase stimulation screens. 200,000 tested, under 10 active. activation factor at 10 µM. ATPlite luciferase biochemical, luminescence, 10 min; 0 = ATP-free wells, 1 = DMSO control. P08659;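 active = luciferase activation factor, scaled between plate controls, of at least 2 with compound at 10 µM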
Target sequence (P08659 whole entry, looked up): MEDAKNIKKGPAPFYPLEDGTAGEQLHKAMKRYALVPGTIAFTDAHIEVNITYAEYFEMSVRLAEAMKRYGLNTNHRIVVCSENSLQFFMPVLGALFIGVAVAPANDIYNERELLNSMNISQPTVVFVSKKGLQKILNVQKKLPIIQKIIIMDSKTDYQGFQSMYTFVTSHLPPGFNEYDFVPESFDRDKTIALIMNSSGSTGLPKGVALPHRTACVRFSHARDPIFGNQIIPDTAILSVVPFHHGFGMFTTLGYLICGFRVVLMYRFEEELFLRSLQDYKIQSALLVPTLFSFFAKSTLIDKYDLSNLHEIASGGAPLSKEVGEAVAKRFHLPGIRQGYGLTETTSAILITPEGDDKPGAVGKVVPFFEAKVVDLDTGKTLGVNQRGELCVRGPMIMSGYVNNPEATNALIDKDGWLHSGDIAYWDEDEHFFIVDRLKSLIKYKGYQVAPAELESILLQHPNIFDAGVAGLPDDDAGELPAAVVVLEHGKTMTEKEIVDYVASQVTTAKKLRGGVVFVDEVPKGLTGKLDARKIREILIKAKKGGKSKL
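Assay system – cell-free luciferase reagent · Medium – PBS-based ATP solution · Dosing – test compounds dosed from 2 mM stocks in 100% DMSO · Timing – 10 min, room temperature · Technique – light output (luminescence) · Measure – luminescence gain marking luciferase activators · Controls – No-ATP low control, compound-free enzyme-plus-ATP high control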
APP 5UTR inh: APP translation inhibition | SH-SY5Y APP 5'UTR-luciferase reporter, luminescence | inhibition, % at 2 µM | 190,000 tested, 0.82% active | AID 1285;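 active = inhibition above a set limit, derived from the sample mean plus 3 SD, cut at about 45% in these data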; note: values of inactives mirror those of a sister screen read the other way
FLuc inhib CS: Photinus pyralis luciferase inhibition counter-screen; P08659; ATPLite firefly luciferase biochemical luminescence, 10 min; inhibition, % at 10 µM; 200,000 tested, 1.5% active; AID 1006;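 active = inhibition above about 50% when tested at 10 µM, limit read from the data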
APP 5'UTR act: APP 5'UTR luciferase reporter activation; activation, % at 2 µM; SH-SY5Y APP 5'UTR luciferase reporter, luminescence; zero percent = DMSO vehicle wells; AID 1276; 190,000 tested, 1% active;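 active = activation above a set limit, based on mean plus 3 SD of controls, cut at about 140% in these data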; note: values of inactives mirror those of a sister screen read the other way
An asterisk follows results filed as active.

What do the screens show for `O=C(c1ccc(N2CCCC2=O)cc1)N1CCCCCC1`?
STAT1 activator: 102; STAT3 activator: 93; STAT1 inh: -2; NF-kB expr up: 1.2; ROMK primary: -1.2; STAT3 blocker: 13; FLuc stim CS: 1.1; APP 5UTR inh: -8; FLuc inhib CS: -8; APP 5'UTR act: 8

What do the screens show for `Cc1ccc(-c2nn(-c3ccccn3)c(=O)c3ccccc23)cc1`?
STAT1 activator: 95; STAT3 activator: 93; STAT1 inh: 5; NF-kB expr up: 0.98; ROMK primary: 0.5; STAT3 blocker: 13; FLuc stim CS: 1.1; APP 5UTR inh: 14; FLuc inhib CS: -10; APP 5'UTR act: -14

How did CC(=O)Nc1ccc(NC(=O)CCNS(=O)(=O)c2cccc3nsnc23)cc1 do in these assays?
STAT1 activator: 93; STAT3 activator: 97; STAT1 inh: 7; NF-kB expr up: 0.9; ROMK primary: -0.3; STAT3 blocker: 7; FLuc stim CS: 1; APP 5UTR inh: -22; FLuc inhib CS: -5; APP 5'UTR act: 22

Results for CCOc1ccc(-c2noc(CCC(=O)O)n2)cc1 ?
STAT1 activator: 79; STAT3 activator: 55; STAT1 inh: 23; NF-kB expr up: 0.74; STAT3 blocker: 59*; FLuc stim CS: 0.9; APP 5UTR inh: 40; FLuc inhib CS: 8; APP 5'UTR act: -41

What do the screens show for `CC1(C)NC(=O)N(CCOCCSc2ccccc2)C1=O`?
STAT1 activator: 98; STAT3 activator: 96; STAT1 inh: 3; NF-kB expr up: 1.2; ROMK primary: 0.14; STAT3 blocker: 8; FLuc stim CS: 1.1; APP 5UTR inh: 1; FLuc inhib CS: -6; APP 5'UTR act: -1

What do the screens show for `COc1ccc(OCCCC(=O)NCCc2nc3ccccc3[nH]2)cc1`?
STAT1 activator: 111; STAT3 activator: 116; STAT1 inh: -14; NF-kB expr up: 0.76; ROMK primary: -1.5; STAT3 blocker: -18; FLuc stim CS: 1; APP 5UTR inh: -26; FLuc inhib CS: -1; APP 5'UTR act: 26

Results for COc1ccc(-c2c(C(C)=O)c(C)nc3sc4c(=N)n(N)cnc4c23)cc1 ?
STAT1 activator: 107; STAT3 activator: 104; STAT1 inh: -8; NF-kB expr up: 1.1; ROMK primary: 0.23; STAT3 blocker: -5; FLuc stim CS: 1; APP 5UTR inh: -10; FLuc inhib CS: -1; APP 5'UTR act: 10

Results for O=C(NC(=S)Nc1ccc(S(=O)(=O)Nc2nccs2)cc1)c1ccc(F)c(F)c1 ?
STAT1 activator: 105; STAT3 activator: 109; STAT1 inh: -5; NF-kB expr up: 1.1; STAT3 blocker: -12; FLuc stim CS: 1; APP 5UTR inh: -14; FLuc inhib CS: -3; APP 5'UTR act: 14

What do the screens show for `Fc1cccc(Cl)c1Cn1nnc2c(NCc3ccccn3)ncnc21`?
STAT1 activator: 99; STAT3 activator: 102; STAT1 inh: 2; NF-kB expr up: 1.2; STAT3 blocker: 2; FLuc stim CS: 1.1; APP 5UTR inh: -1; FLuc inhib CS: -9; APP 5'UTR act: 1

How did CC1CCc2c(C(=O)Oc3cccc(-n4cnnn4)c3)csc2C1 (configuration not stated) do in these assays?
STAT1 activator: 97; STAT3 activator: 96; STAT1 inh: 3; NF-kB expr up: 0.77; ROMK primary: -0.34; STAT3 blocker: 10; FLuc stim CS: 1; APP 5UTR inh: -7; FLuc inhib CS: -4; APP 5'UTR act: 7

How did Cc1cccc(NC(=O)Cn2nnc(-c3ccc(CN4CCCC4)cc3)n2)c1C do in these assays?
STAT1 activator: 110; STAT3 activator: 107; STAT1 inh: -12; NF-kB expr up: 1.2; STAT3 blocker: 2; FLuc stim CS: 1; APP 5UTR inh: 12; FLuc inhib CS: -2; APP 5'UTR act: -12

How did Cc1nn(-c2ccc(F)cc2F)c2c1-c1nc(N3CCCC3)ncc1CC2 do in these assays?
STAT1 activator: 98; STAT3 activator: 80; STAT1 inh: 2; NF-kB expr up: 1; ROMK primary: 0.43; STAT3 blocker: 25; FLuc stim CS: 1; APP 5UTR inh: -7; FLuc inhib CS: -1; APP 5'UTR act: 7

Results for O=C(CSc1nnc(-c2cccnc2)n1Cc1ccco1)c1ccc2ccccc2c1 ?
STAT1 activator: 104; STAT3 activator: 99; STAT1 inh: -5; NF-kB expr up: 0.98; STAT3 blocker: 7; FLuc stim CS: 1; APP 5UTR inh: -12; FLuc inhib CS: -4; APP 5'UTR act: 12

Results for C=C(C)CN(CC)C(=O)CC1C(=O)NCCN1Cc1c(F)cccc1Cl (configuration not stated) ?
STAT1 activator: 98; STAT3 activator: 100; STAT1 inh: 0; NF-kB expr up: 0.95; ROMK primary: 0.092; STAT3 blocker: 3; FLuc stim CS: 1.1; APP 5UTR inh: -1; FLuc inhib CS: -6; APP 5'UTR act: 1

How did Cc1ccc2c3c1C(=O)C(=O)N3C(C)(C)CC2C (configuration not stated) do in these assays?
STAT1 activator: 95; STAT3 activator: 101; STAT1 inh: 5; NF-kB expr up: 1.1; ROMK primary: 0.58; STAT3 blocker: 7; FLuc stim CS: 1; APP 5UTR inh: -6; FLuc inhib CS: -2; APP 5'UTR act: 6

What do the screens show for `CC1=[N+]([O-])C(C)(C)C(C)N(O)C1=O` (configuration not stated)?
STAT1 activator: 99; STAT3 activator: 98; STAT1 inh: 1; NF-kB expr up: 1.1; STAT3 blocker: 2; FLuc stim CS: 1; APP 5UTR inh: 5; FLuc inhib CS: -4; APP 5'UTR act: -5

Results for OC(CN1c2ccccc2Sc2ccccc21)Cn1nnc2ccccc21 (configuration not stated) ?
STAT1 activator: 95; STAT3 activator: 102; STAT1 inh: 6; NF-kB expr up: 1.2; STAT3 blocker: 5; FLuc stim CS: 1.1; APP 5UTR inh: 5; FLuc inhib CS: -5; APP 5'UTR act: -5

How did O=C(Nc1nc(-c2ccccn2)cs1)c1ccco1 do in these assays?
STAT1 activator: 111; STAT3 activator: 101; STAT1 inh: -14; NF-kB expr up: 1.9; ROMK primary: 0.34; STAT3 blocker: 2; FLuc stim CS: 0.8; APP 5UTR inh: 32; FLuc inhib CS: 21; APP 5'UTR act: -32

Results for CCN(C(=O)CSc1ncccc1C(=O)OC(C)C)c1cccc(C)c1 ?
STAT1 activator: 98; STAT3 activator: 105; STAT1 inh: 2; NF-kB expr up: 0.78; ROMK primary: -0.099; STAT3 blocker: -9; FLuc stim CS: 1; APP 5UTR inh: 11; FLuc inhib CS: -2; APP 5'UTR act: -11

Results for O=C1CCCN1c1ncc(S(=O)(=O)c2ccc([N+](=O)[O-])cc2)s1 ?
STAT1 activator: 92; STAT3 activator: 97; STAT1 inh: 7; NF-kB expr up: 0.95; ROMK primary: 0.22; STAT3 blocker: 11; FLuc stim CS: 1; APP 5UTR inh: 4; FLuc inhib CS: -3; APP 5'UTR act: -4

Results for Cc1cc2c(=O)[nH]cnc2s1 ?
STAT1 activator: 99; STAT3 activator: 104; STAT1 inh: 1; NF-kB expr up: 1.2; ROMK primary: 0.19; STAT3 blocker: -1; FLuc stim CS: 1.1; APP 5UTR inh: -3; FLuc inhib CS: -5; APP 5'UTR act: 3

What do the screens show for `C=CCc1c(C)nc(C)nc1N/N=C/c1ccccc1`?
STAT1 activator: 95; STAT3 activator: 95; STAT1 inh: 6; NF-kB expr up: 1.1; ROMK primary: 0.012; STAT3 blocker: 12; FLuc stim CS: 1.1; APP 5UTR inh: 8; FLuc inhib CS: -9; APP 5'UTR act: -8

How did CN(C)c1ccc(CNc2ncc(Br)cc2Br)cc1 do in these assays?
STAT1 activator: 111; STAT3 activator: 93; STAT1 inh: -12; NF-kB expr up: 1.5; STAT3 blocker: 13; FLuc stim CS: 1; APP 5UTR inh: -7; FLuc inhib CS: 1; APP 5'UTR act: 7

How did O=C(Nc1ccc(F)cc1)N1CCN(c2nc3ccccc3s2)CC1 do in these assays?
STAT1 activator: 93; STAT3 activator: 63; STAT1 inh: 7; NF-kB expr up: 1.1; STAT3 blocker: 46*; FLuc stim CS: 1; APP 5UTR inh: 12; FLuc inhib CS: -4; APP 5'UTR act: -11

Results for CCOC(=O)c1c(NC(=O)CSc2cccc[n+]2[O-])sc(C(=O)Nc2ccccc2)c1C ?
STAT1 activator: 103; STAT3 activator: 105; STAT1 inh: -3; NF-kB expr up: 1.6; ROMK primary: -0.99; STAT3 blocker: -1; FLuc stim CS: 0.9; APP 5UTR inh: -49; FLuc inhib CS: 6; APP 5'UTR act: 49

How did COc1cccc(/C=N/NC(=O)C(=O)N/N=C/c2cccc(OC)c2O)c1O do in these assays?
STAT1 activator: 104; STAT3 activator: 103; STAT1 inh: -4; NF-kB expr up: 1; ROMK primary: 0.52; STAT3 blocker: 3; FLuc stim CS: 1.1; APP 5UTR inh: 1; FLuc inhib CS: -6; APP 5'UTR act: -1

How did O=C1/C(=C\c2ccccc2Cl)SC(=S)N1CCC(=O)N1CCCc2ccccc21 do in these assays?
STAT1 activator: 98; STAT3 activator: 84; STAT1 inh: 2; NF-kB expr up: 1.7; ROMK primary: -0.5; STAT3 blocker: 16; FLuc stim CS: 1.1; APP 5UTR inh: 19; FLuc inhib CS: -7; APP 5'UTR act: -19

How did COc1cc2nc(NC(=O)c3ccc(Cl)cc3)[nH]c(=O)c2cc1OC do in these assays?
STAT1 activator: 95; STAT3 activator: 86; STAT1 inh: 5; NF-kB expr up: 0.53; STAT3 blocker: 19; FLuc stim CS: 1; APP 5UTR inh: 7; FLuc inhib CS: -1; APP 5'UTR act: -7

What do the screens show for `OCC(C#CCN1CCCCC1)NCc1ccccc1` (configuration not stated)?
STAT1 activator: 94; STAT3 activator: 106; STAT1 inh: 5; NF-kB expr up: 1.1; ROMK primary: -0.18; STAT3 blocker: -3; FLuc stim CS: 1; APP 5UTR inh: -6; FLuc inhib CS: 0; APP 5'UTR act: 6

What do the screens show for `CN(CC(=O)N1CCCc2c1c(=O)oc1ccc(O)cc21)Cc1ccccc1`?
STAT1 activator: 94; STAT3 activator: 100; STAT1 inh: 6; NF-kB expr up: 0.9; ROMK primary: -0.054; STAT3 blocker: 3; FLuc stim CS: 1; APP 5UTR inh: 6; FLuc inhib CS: -1; APP 5'UTR act: -6

Results for COC(=O)c1ccccc1NC(=O)CN1CCC(n2nnc3cc(F)ccc32)CC1 ?
STAT1 activator: 94; STAT3 activator: 85; STAT1 inh: 7; NF-kB expr up: 0.85; STAT3 blocker: 20; FLuc stim CS: 1.1; APP 5UTR inh: 4; FLuc inhib CS: -9; APP 5'UTR act: -4

Results for O=[N+]([O-])c1ccccc1-c1ccc(C(=S)N2CCCC2)o1 ?
STAT1 activator: 125; STAT3 activator: 122; STAT1 inh: -28; NF-kB expr up: 1; ROMK primary: 0.1; STAT3 blocker: -18; FLuc stim CS: 0.9; APP 5UTR inh: -66; FLuc inhib CS: 11; APP 5'UTR act: 66

What do the screens show for `COC(Cc1n[nH]c(=S)n1-c1ccc(Cl)cc1)OC`?
STAT1 activator: 93; STAT3 activator: 91; STAT1 inh: 8; NF-kB expr up: 0.94; STAT3 blocker: 20; FLuc stim CS: 1; APP 5UTR inh: -6; FLuc inhib CS: -4; APP 5'UTR act: 6
